PRC2 inh = inhibitors of human EZH2/PRC2 methyltransferase | PRC2 H3K27 methylation, DELFIA TRF, 1 h | inhibition, % at 12.5 µM | 57,000 compounds, 0.35% hits;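 active means mean inhibition of replicates at least 50% and every single replicate also reaching 50%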;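 further: dimethyl H3K27 on biotinylated H3 21-44 peptide detected by antibody; plate controls were median neutral control wells for no effect and median positive control wells for full effect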
Target sequence (Q15910 whole entry, looked up): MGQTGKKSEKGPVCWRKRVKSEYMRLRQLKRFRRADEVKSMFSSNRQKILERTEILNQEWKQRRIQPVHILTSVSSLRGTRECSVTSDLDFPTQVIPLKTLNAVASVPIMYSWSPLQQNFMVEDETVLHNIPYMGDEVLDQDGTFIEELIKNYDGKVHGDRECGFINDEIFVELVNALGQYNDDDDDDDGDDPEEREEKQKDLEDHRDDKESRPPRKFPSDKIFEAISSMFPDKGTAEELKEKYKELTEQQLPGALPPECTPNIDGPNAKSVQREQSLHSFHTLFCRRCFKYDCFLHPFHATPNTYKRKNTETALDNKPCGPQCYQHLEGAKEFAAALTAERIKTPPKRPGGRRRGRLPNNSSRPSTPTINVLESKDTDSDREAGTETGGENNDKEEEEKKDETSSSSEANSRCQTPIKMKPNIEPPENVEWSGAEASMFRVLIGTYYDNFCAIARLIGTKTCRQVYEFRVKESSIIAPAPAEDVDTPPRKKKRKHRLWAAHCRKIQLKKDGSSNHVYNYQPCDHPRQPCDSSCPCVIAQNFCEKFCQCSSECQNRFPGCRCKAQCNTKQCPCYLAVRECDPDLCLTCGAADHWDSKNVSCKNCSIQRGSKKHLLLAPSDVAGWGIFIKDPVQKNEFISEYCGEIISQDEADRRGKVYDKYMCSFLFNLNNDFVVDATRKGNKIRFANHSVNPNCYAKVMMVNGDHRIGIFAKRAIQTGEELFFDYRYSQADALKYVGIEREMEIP
IDH1 mut inh = blocks human IDH1 R132H reductase activity. inhibition, % at 10 µM. 70,000 compounds, 0.18% hits. diaphorase/resazurin fluorescence, 60 min. O75874; in the data active means inhibition above about 34%;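 further: 0% = DMSO and 100% = no enzyme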
* = called active by the depositor; x = no result given. The list is partial; count on the stated rates, not on these rows.

SMILES	PRC2 inh	IDH1 mut inh
C[C@@H]1CN([C@@H](C)CO)C(=O)Cc2cc(NS(=O)(=O)c3cn(C)cn3)ccc2O[C@@H]1CN(C)CC1CCCCC1	1	1.8
CN1CC(=O)N/C1=N/C(=O)Nc1cccc(Cl)c1	11	0.4
C[C@@H]1CN([C@H](C)CO)C(=O)c2cccc(NS(C)(=O)=O)c2O[C@@H]1CN(C)Cc1ccccc1	-15	1.8
COc1ccc(S(=O)(=O)Nc2ccc3c(c2)C(=O)N([C@@H](C)CO)C[C@H](C)[C@H](CN(C)S(=O)(=O)c2ccc(OC)cc2)O3)cc1	x	-4.5
O=C(Nc1ccc(C(F)(F)F)cc1)N[C@@H]1C=C[C@H](CC(=O)N2CCCCC2)O[C@H]1CO	18	0.0
C[C@@H]1CN([C@@H](C)CO)C(=O)c2cccc(NC(=O)Nc3ccc(C(F)(F)F)cc3)c2O[C@@H]1CN(C)C(=O)NC1CCCCC1	-14	-0.8
Cc1noc(C)c1S(=O)(=O)N(C)C[C@H]1Oc2ccc(NC(=O)Nc3ccc4c(c3)OCO4)cc2CC(=O)N([C@@H](C)CO)C[C@@H]1C	x	0.1
CCCCC/C=C\C/C=C\CCCCCCCCCC(=O)O	5	0.1
CNC[C@@H]1OCCCC[C@@H](C)Oc2ccc(N(C)C)cc2C(=O)N([C@H](C)CO)C[C@H]1C	4	2.6
C[C@H](CO)N1C[C@H](C)[C@@H](CN(C)S(=O)(=O)c2cn(C)cn2)Oc2cc(C#Cc3cccc(F)c3)ccc2S1(=O)=O	-19	-3.8
Cc1ccc(S(=O)(=O)N(C)C[C@@H]2Oc3cc(Br)ccc3S(=O)(=O)N([C@@H](C)CO)C[C@@H]2C)cc1	2	-23
CC(C)NC(=O)N(C)C[C@H]1OCc2cn(nn2)CCCC(=O)N([C@@H](C)CO)C[C@@H]1C	1	1.0
C[C@@H]1CN([C@@H](C)CO)C(=O)c2cccc(NC(=O)C3CC3)c2O[C@H]1CN(C)Cc1ccc(C(=O)O)cc1	7	0.3
Cc1ccc(S(=O)(=O)N(C)C[C@H]2Oc3ccc(NC(=O)Nc4ccccc4)cc3CC(=O)N([C@@H](C)CO)C[C@@H]2C)cc1	-35	-3.2
COc1ccc(NC(=O)N(C)C[C@H]2Oc3c(NS(=O)(=O)c4ccc(C)cc4)cccc3C(=O)N([C@@H](C)CO)C[C@@H]2C)cc1	x	-4.1
COc1ccccc1NC(=O)N[C@@H]1CC[C@H](CCn2cc(-c3ccccc3OC)nn2)O[C@@H]1CO	-6	-0.9
Cc1noc(C)c1S(=O)(=O)Nc1ccc2c(c1)C(=O)N([C@@H](C)CO)C[C@@H](C)[C@@H](CN(C)C)OCCCC[C@@H](C)O2	x	2.4
Cn1cnc(S(=O)(=O)N[C@H]2C=C[C@H](CC(=O)Nc3ccccc3)O[C@H]2CO)c1	9	-0.2
C/C=C/c1cnc2c(c1)C(=O)N([C@@H](C)CO)C[C@@H](C)[C@@H](CN(C)S(=O)(=O)c1ccccc1)O2	x	0.2
CO[C@H]1CN(C)C(=O)c2cc(NC(=O)C3CCCC3)ccc2OC[C@@H](C)NC[C@H]1C	9	0.0
CN(C)CC(=O)N[C@@H]1CC[C@H](CC(=O)NCc2ccc(Cl)cc2)O[C@H]1CO	-7	-0.2
O=C(N[C@@H]1CC[C@@H](CC(=O)N2CCCCC2)O[C@@H]1CO)c1cccc(F)c1	0	-0.1
O=C(CS(=O)(=O)c1ccc2ccccc2c1)c1cc2ccccc2oc1=O	5	-0.3
O=C(C[C@H]1CC[C@@H](NC(=O)CN2CCOCC2)[C@@H](CO)O1)NC1CCC1	-3	0.2
CC1(C)O[C@@H]2C[C@H]3[C@@H]4CCC5=CC(=O)CC[C@]5(C)[C@@]4(F)[C@@H](O)C[C@]3(C)[C@]2(C(=O)CCl)O1	-8	-2.8
C[C@H](CO)N1C[C@H](C)[C@@H](CN(C)CC2CC2)Oc2ccc(NS(=O)(=O)c3ccc(F)cc3)cc2CC1=O	x	3.9
COc1ccc(S(=O)(=O)N(C)C[C@H]2OCCCC[C@H](C)Oc3ccc(NC(=O)Nc4ccc5c(c4)OCO5)cc3C(=O)N([C@H](C)CO)C[C@@H]2C)cc1	x	6.0
C[C@H]1CN([C@@H](C)CO)S(=O)(=O)c2ccc(/C=C/c3ccccc3)cc2O[C@@H]1CN(C)C(=O)c1ccc2c(c1)OCO2	x	2.5
O=C(Cn1nnc2ccccc21)OCc1ccccc1Cl	5	-0.3
COc1ccccc1-c1cn(CC[C@H]2CC[C@H](NC(=O)c3ccccc3F)[C@@H](CO)O2)nn1	18	-0.5

In the list so far, five have an aryl methoxy group:
SMILES	PRC2 inh	IDH1 mut inh
COc1ccc(S(=O)(=O)Nc2ccc3c(c2)C(=O)N([C@@H](C)CO)C[C@H](C)[C@H](CN(C)S(=O)(=O)c2ccc(OC)cc2)O3)cc1	x	-4.5
COc1ccc(NC(=O)N(C)C[C@H]2Oc3c(NS(=O)(=O)c4ccc(C)cc4)cccc3C(=O)N([C@@H](C)CO)C[C@@H]2C)cc1	x	-4.1
COc1ccccc1NC(=O)N[C@@H]1CC[C@H](CCn2cc(-c3ccccc3OC)nn2)O[C@@H]1CO	-6	-0.9
COc1ccc(S(=O)(=O)N(C)C[C@H]2OCCCC[C@H](C)Oc3ccc(NC(=O)Nc4ccc5c(c4)OCO5)cc3C(=O)N([C@H](C)CO)C[C@@H]2C)cc1	x	6.0
COc1ccccc1-c1cn(CC[C@H]2CC[C@H](NC(=O)c3ccccc3F)[C@@H](CO)O2)nn1	18	-0.5

Carrying on.
SMILES	PRC2 inh	IDH1 mut inh
CC(C)=CCC[C@H](C)C/C=N/NC(=O)c1ccccn1	12	1.6
O=C(C[C@@H]1C[C@H]2c3cc(NC(=O)CC4CC4)ccc3O[C@H]2[C@@H](CO)O1)NCc1ccccn1	4	-0.1
Cc1ccccc1S(=O)(=O)NCC[C@@H]1CC[C@@H](NS(=O)(=O)c2ccccc2C)[C@@H](CO)O1	7	-0.3
CC(C)NC(=O)Nc1cccc2c1O[C@H](CN(C)C(=O)Nc1cccc3ccccc13)[C@H](C)CN([C@H](C)CO)C2=O	-3	0.9
COc1ccccc1-c1cnc2c(c1)C(=O)N([C@H](C)CO)C[C@@H](C)[C@@H](CN(C)Cc1cccc(F)c1)O2	-7	-1.9
C[C@H]1CN([C@@H](C)CO)C(=O)Cc2cc(NC(=O)Nc3cccc4ccccc34)ccc2O[C@H]1CN(C)C(=O)Nc1cccc2ccccc12	x	-0.2
C[C@@H]1CN([C@@H](C)CO)C(=O)c2cccc(NS(=O)(=O)c3cn(C)cn3)c2O[C@H]1CN(C)Cc1ccc(C(=O)Nc2ccccc2N)cc1	-5	-0.1
Cc1ccc(S(=O)(=O)Nc2ccc3c(c2)C(=O)N([C@H](C)CO)C[C@H](C)[C@H](CN(C)C(=O)Nc2ccccc2)O3)cc1	10	-1.5
COc1ccccc1-c1ccc2c(c1)O[C@H](CN(C)CC1CCOCC1)[C@H](C)CN([C@H](C)CO)S2(=O)=O	-9	x
C[C@@H]1CN([C@H](C)CO)C(=O)c2cc(NC(=O)Cc3ccccc3)ccc2O[C@@H](C)CCCCO[C@@H]1CN(C)S(=O)(=O)c1ccc(F)cc1	x	-0.2
O=C(C[C@H]1CC[C@H](NC(=O)Nc2ccccc2F)[C@H](CO)O1)NCc1ccc(Cl)cc1	1	-0.3
COc1ccc(OC)c(NC(=O)Cn2nc([N+](=O)[O-])cc2C)c1	0	0.2
CNC[C@@H]1Oc2c(NC(=O)Nc3ccc4c(c3)OCO4)cccc2C(=O)N([C@H](C)CO)C[C@@H]1C	7	x
C[C@H](CO)N1C[C@H](C)[C@H](CN(C)C(=O)Nc2ccc3c(c2)OCO3)Oc2ccc(NC(=O)CCN3CCOCC3)cc2CC1=O	x	-13
Cc1noc(C)c1S(=O)(=O)N(C)C[C@H]1Oc2ccc(NS(=O)(=O)c3ccccc3)cc2CC(=O)N([C@@H](C)CO)C[C@@H]1C	x	-1.2
O=C(C[C@H]1C[C@H]2c3cc(NS(=O)(=O)c4ccc(F)cc4)ccc3O[C@H]2[C@@H](CO)O1)N1CCCCC1	0	1.2
CC(C)NC(=O)Nc1ccc2c(c1)CC(=O)N([C@@H](C)CO)C[C@H](C)[C@@H](CN(C)C)O2	-4	0.8
C[C@@H]1CN([C@@H](C)CO)C(=O)Cc2cc(NC(=O)CCCN(C)C)ccc2O[C@@H]1CN(C)C	x	5.4
C[C@@H]1CN([C@@H](C)CO)C(=O)c2cc(NS(=O)(=O)c3ccccc3)ccc2O[C@H]1CN(C)Cc1ccc(C(=O)Nc2ccccc2N)cc1	-14	-0.3
CO[C@H]1CN(C)C(=O)c2ccc(NC(=O)Nc3cccc(Cl)c3)cc2OC[C@@H](C)N(C(=O)Nc2c(C)noc2C)C[C@@H]1C	-9	0.2
COc1ccc(OC)c(NC(=O)c2ccc(CSc3nnnn3C)cc2)c1	-1	-0.2
CCCC(O)C#Cc1cnc2c(c1)C(=O)N([C@H](C)CO)C[C@H](C)[C@H](CN(C)S(=O)(=O)c1ccc(C#N)cc1)O2 (stereo not given in full)	x	0.0
Cc1noc(C)c1S(=O)(=O)N(C)C[C@H]1Oc2ccc(NS(=O)(=O)c3cccs3)cc2CC(=O)N([C@H](C)CO)C[C@@H]1C	x	0.3
O=C(C[C@H]1C[C@@H]2c3cc(NS(=O)(=O)c4ccc(F)cc4)ccc3O[C@@H]2[C@H](CO)O1)NCc1ccncc1	-11	-0.5
C[C@H]1CN([C@@H](C)CO)C(=O)c2cc(NC(=O)CCC(F)(F)F)ccc2O[C@H]1CN(C)S(=O)(=O)c1ccc(Cl)cc1	4	0.0
C[C@@H]1CN([C@H](C)CO)C(=O)Cc2cc(NC(=O)Cc3cn(C)c4ccccc34)ccc2O[C@@H]1CN(C)S(=O)(=O)c1ccccc1	x	-1.8
Cc1noc(C)c1NC(=O)N(C)C[C@@H]1OCCCC[C@@H](C)Oc2ccc(NS(C)(=O)=O)cc2C(=O)N([C@H](C)CO)C[C@H]1C	x	0.8
C[C@H](CO)N1C[C@H](C)[C@@H](CN(C)C(=O)CN(C)C)Oc2ncc(C#Cc3cccnc3)cc2C1=O	1	2.2
O=C(CSc1ncnc2sc3c(c12)CCCC3)Nc1cccc(F)c1	9	0.1
C[C@@H]1CN([C@@H](C)CO)C(=O)c2cc(NC(=O)Cn3cnnn3)ccc2O[C@@H]1CN(C)S(=O)(=O)c1ccccc1	x	-0.3
CNC[C@@H]1Oc2c(NS(=O)(=O)c3cccs3)cccc2C(=O)N([C@H](C)CO)C[C@@H]1C	x	1.1
O=C(C[C@@H]1C=C[C@H](NC(=O)C2CCOCC2)[C@H](CO)O1)NCC1CCCCC1	9	0.1
C[C@@H]1CN([C@H](C)CO)C(=O)Cc2cc(NC(=O)CCCCCC(=O)Nc3ccccc3N)ccc2O[C@@H]1CN(C)C(=O)Nc1ccc(F)cc1	-17	x
COc1ccccc1NC(=O)N[C@@H]1CC[C@@H](CC(=O)N[C@@H](C)c2ccccc2)O[C@@H]1CO	1	-0.3
O=C(CN1CCOCC1)N[C@@H]1CC[C@@H](CCn2cc(C3CC3)nn2)O[C@@H]1CO	3	0.4
COc1ccc(S(=O)(=O)Nc2ccc3c(c2)CC(=O)N([C@@H](C)CO)C[C@@H](C)[C@H](CN(C)S(=O)(=O)c2ccc(C)cc2)O3)cc1	x	-0.2
C[C@@H]1CN([C@H](C)CO)C(=O)c2cccc(NC(=O)c3cnccn3)c2O[C@H]1CN(C)Cc1ccncc1	1	1.1
Cc1noc(C)c1S(=O)(=O)Nc1ccc2c(c1)C(=O)N([C@@H](C)CO)C[C@@H](C)[C@@H](CN(C)Cc1ccncc1)OCCCC[C@@H](C)O2	x	19
C[C@@H]1CN([C@H](C)CO)C(=O)c2cc(NC(=O)c3ccccc3)ccc2O[C@@H](C)CCCCO[C@H]1CN(C)C(=O)c1ccncc1	x	20
C/C=C/c1ccc2c(c1)O[C@@H](CN(C)Cc1ccncc1)[C@H](C)CN([C@@H](C)CO)S2(=O)=O	5	0.5
C[C@@H]1CN([C@@H](C)CO)C(=O)c2cc(NC(=O)CCN3CCOCC3)ccc2O[C@H]1CN(C)S(=O)(=O)c1ccc(Cl)cc1	-17	x
O=C(Cc1ccccn1)NCC[C@@H]1CC[C@H](NC(=O)Nc2ccccc2)[C@H](CO)O1	-3	-0.1
O=C(Nc1ccccc1F)N[C@@H]1CC[C@@H](CCNC(=O)C2CCC2)O[C@@H]1CO	-6	0.3
COc1ccc(S(=O)(=O)Nc2ccc3c(c2)C(=O)N([C@H](C)CO)C[C@H](C)[C@H](CN(C)S(=O)(=O)c2ccccc2)OCCCC[C@H](C)O3)cc1	x	0.8
Cc1ccc(S(=O)(=O)N[C@@H]2CC[C@@H](CCNC(=O)C3CC3)O[C@H]2CO)cc1	-2	-0.1
C=CCNC(=O)[C@@H]1[C@H]2C(=O)O[C@H](c3ccccc3)[C@H](c3ccccc3)N2[C@H](c2ccccc2OCCO)[C@@]12C(=O)N(C(=O)OCCOC)c1ccc(C#Cc3ccc(OC)cc3)cc12	-24	x
COc1cccc(S(=O)(=O)Nc2ccc3c(c2)C(=O)N(C)C[C@@H](OC)[C@@H](C)CN[C@H](C)CO3)c1	7	0.0

In the list so far, these contain an aryl thioether with sulfur outside any ring:
SMILES	PRC2 inh	IDH1 mut inh
COc1ccc(OC)c(NC(=O)c2ccc(CSc3nnnn3C)cc2)c1	-1	-0.2
O=C(CSc1ncnc2sc3c(c12)CCCC3)Nc1cccc(F)c1	9	0.1
